FBW7 act – activators of human E3 ligase FBW7 | AlphaScreen FBW7–phospho-cyclin E peptide binding, activator screen | normalized activity (activation), % at 26.1 µM | 0.13% of 650,000 active | AID 1259310; in the data active = normalized activity above about 1.9%;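 also: purified mutant Fbw7 with reduced substrate affinity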
GPR151 ag – activates the human receptor GPR151 | AID 1508602 | PathHunter beta-arrestin GPR151 cells, luminescence | 1% of 650,000 active | activation, % at 11.2 µM; in the data active = activation above about 4.9%;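 also: 0% = median of compound wells and 100% = cells with positive control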
Target sequence (Q8TDV0 whole entry, looked up): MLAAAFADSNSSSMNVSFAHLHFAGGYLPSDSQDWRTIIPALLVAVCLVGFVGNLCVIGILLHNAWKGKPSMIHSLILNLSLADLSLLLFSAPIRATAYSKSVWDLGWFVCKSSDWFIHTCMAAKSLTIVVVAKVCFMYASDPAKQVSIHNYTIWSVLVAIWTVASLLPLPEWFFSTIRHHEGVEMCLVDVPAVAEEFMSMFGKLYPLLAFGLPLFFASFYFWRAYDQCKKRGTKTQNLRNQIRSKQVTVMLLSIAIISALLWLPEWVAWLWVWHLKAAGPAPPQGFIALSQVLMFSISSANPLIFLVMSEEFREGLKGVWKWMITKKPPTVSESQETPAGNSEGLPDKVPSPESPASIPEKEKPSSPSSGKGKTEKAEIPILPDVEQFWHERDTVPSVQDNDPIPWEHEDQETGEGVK
MITF inh – blocks human microphthalmia-associated transcription factor; inhibition, % at 2.6 µM; 0.91% of 650,000 active; AID 1259374; AlphaScreen MITF homodimerization, bead proximity signal; O75030; in the data active = inhibition above about 50%;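 also: 0% = vehicle wells with protein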
Target sequence (O75030 whole entry, looked up): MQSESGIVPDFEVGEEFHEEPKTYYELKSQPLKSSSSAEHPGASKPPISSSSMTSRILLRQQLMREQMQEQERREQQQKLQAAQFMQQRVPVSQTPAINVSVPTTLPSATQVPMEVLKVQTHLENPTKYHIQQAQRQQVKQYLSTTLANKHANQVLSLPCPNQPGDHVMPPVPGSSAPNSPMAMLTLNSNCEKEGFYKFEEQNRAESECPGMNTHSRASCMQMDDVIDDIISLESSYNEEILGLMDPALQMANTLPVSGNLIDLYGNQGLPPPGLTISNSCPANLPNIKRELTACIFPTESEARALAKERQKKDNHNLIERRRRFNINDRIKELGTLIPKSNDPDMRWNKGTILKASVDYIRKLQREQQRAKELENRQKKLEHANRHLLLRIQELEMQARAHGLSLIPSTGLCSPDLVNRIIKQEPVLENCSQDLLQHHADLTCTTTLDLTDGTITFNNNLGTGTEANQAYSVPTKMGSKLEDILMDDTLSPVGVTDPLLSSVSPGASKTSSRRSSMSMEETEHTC
TEAD-YAP inh – TEAD-YAP interaction inhibition. HEK-TIYL cells, TEAD-Gal4/YAP UAS-luciferase luminescence. inhibition, % at 9.12 µM. 1.4% of 640,000 active. AID 1259422; in the data active = inhibition above about 32%;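 also: 0% = median of test compound wells and 100% = reference inhibitor wells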
Active calls of the source: *.

Screening COC(=O)CNS(=O)(=O)c1ccccc1[N+](=O)[O-] returned FBW7 act 0.0, GPR151 ag -2.1, MITF inh -4 and TEAD-YAP inh 5.
Cn1cccc1CC(=O)N/N=C\c1c(O)ccc2ccccc12 was read as FBW7 act 0.0, GPR151 ag -1.7, MITF inh 21 and TEAD-YAP inh 10.
Screening Nc1ccc2noc3c2c1C(=O)c1ccccc1-3 returned FBW7 act 0.1, GPR151 ag -0.7, MITF inh 16 and TEAD-YAP inh -8.
For C/C(=C\c1nsc(Nc2ccccc2)n1)NCCc1ccccc1 the results were FBW7 act -0.1, GPR151 ag -0.6, MITF inh 6 and TEAD-YAP inh -14.
CCN1C(=O)S/C(=C/c2ccc(OCC(=O)Nc3ccc(F)cc3)c(OC)c2)C1=O was read as FBW7 act -0.1, GPR151 ag 0.2, MITF inh 8 and TEAD-YAP inh 5.
For O=C(c1nc2sccn2c1CN1CCCC(c2nc3ccccc3o2)C1)N1CCCC1 (centres undefined) the results were FBW7 act 0.0, GPR151 ag -0.7, MITF inh -3 and TEAD-YAP inh 5.
For CCOC(=O)c1ccc(NC(=O)c2c(NCc3cccc(F)c3)sc3c2CCC3)cc1 the results were FBW7 act 0.1, GPR151 ag 0.8, MITF inh -5 and TEAD-YAP inh -4.
`Cc1cccc(C)c1OCC(=O)Nc1nccs1` gave FBW7 act 0.1, GPR151 ag 2.4, MITF inh -1 and TEAD-YAP inh -4.
For O=C(COC(=O)c1cc[n+]([O-])cc1)NC(=O)c1ccc(OC(F)F)cc1 the results were FBW7 act 0.0, GPR151 ag 0.7, MITF inh 2 and TEAD-YAP inh -1.
For CCC(=O)NC(=S)Nc1ccc(OC)cc1 the results were FBW7 act -0.3, GPR151 ag -1.4, MITF inh -11 and TEAD-YAP inh -42.
Screening COc1ccc(CN(Cc2cc3cccc(C)c3n3nnnc23)C(=O)C2CCC2)cc1 returned FBW7 act 0.2, GPR151 ag -0.2, MITF inh -14 and TEAD-YAP inh -8.
Screening COc1cccc(N2C(=O)CN(C(=O)c3c4c(nn3C)CCCC4)CC2C)c1 (centres undefined) returned FBW7 act 0.0, GPR151 ag -0.2, MITF inh -13 and TEAD-YAP inh 8.
For CC(=O)c1cccc(NC(=O)CCNS(=O)(=O)c2cccc3nsnc23)c1 the results were FBW7 act -0.1, GPR151 ag 0.0, MITF inh -18 and TEAD-YAP inh -4.
`O=C(COC(=O)C1CCCCC1)NCCc1ccccc1` gave FBW7 act 0.5, GPR151 ag -1.2, MITF inh 18 and TEAD-YAP inh 25.
Screening CN(C)S(=O)(=O)N1CCC(Oc2ccc(C(=O)NC3CCOC3)cc2)CC1 (centres undefined) returned FBW7 act 0.0, GPR151 ag -0.4, MITF inh 1 and TEAD-YAP inh -5.
`Cc1ccc(-c2csc(NC(=O)CCl)n2)cc1` gave FBW7 act 0.0, GPR151 ag -2.8, MITF inh -2 and TEAD-YAP inh -42.
Screening CCCCC[C@H](O)/C=C/[C@@H]1[C@@H](CCCCC(CC(=O)O)OC)[C@@H](O)C[C@H]1O (some centres undefined) returned GPR151 ag -0.2 and MITF inh -7.
Screening CCN(CC(=O)Nc1ccc2c(c1)OCCO2)Cc1cc(=O)oc2cc(C)c(Cl)cc12 returned FBW7 act 0.0, GPR151 ag -1.5, MITF inh -4 and TEAD-YAP inh -2.
CSc1ccc(C2Oc3nc(SC)nnc3-c3ccccc3N2C(C)=O)cc1 (centres undefined) was read as FBW7 act 0.1, GPR151 ag -0.2, MITF inh -13 and TEAD-YAP inh 1.
`COc1ccc(-c2nn(C)c3sc(C(=O)N4CCOCC4)cc23)cc1OC` gave FBW7 act 0.1, GPR151 ag 0.0, MITF inh 9 and TEAD-YAP inh -1.

Reprinted from the part before: two entries, followed by the next part.
CSc1ccc(C2Oc3nc(SC)nnc3-c3ccccc3N2C(C)=O)cc1 (centres undefined) was read as FBW7 act 0.1, GPR151 ag -0.2, MITF inh -13 and TEAD-YAP inh 1.
`COc1ccc(-c2nn(C)c3sc(C(=O)N4CCOCC4)cc23)cc1OC` gave FBW7 act 0.1, GPR151 ag 0.0, MITF inh 9 and TEAD-YAP inh -1.
COC(=O)c1ccc(NC(=O)/C=C/c2cn(-c3ccccc3)nc2-c2cccnc2)cc1 was read as FBW7 act 0.1, GPR151 ag 4.9, MITF inh 5 and TEAD-YAP inh 3.
`C/C(=N\NC(=O)c1cccnc1)c1ccc(C)cc1C` gave FBW7 act 0.4, GPR151 ag 0.0, MITF inh 13 and TEAD-YAP inh -12.
For Brc1ccccc1CN1CCN(Cc2ccco2)CC1 the results were FBW7 act -0.3, GPR151 ag -1.1, MITF inh 78* and TEAD-YAP inh -30.
For O=c1[nH]c(-c2ccc([N+](=O)[O-])cc2)nc2ccccc12 the results were FBW7 act 0.0, GPR151 ag 3.0, MITF inh 6 and TEAD-YAP inh -2.
For CCCCCC1CCC(c2ccc(-c3noc(-c4ccc(Br)cc4)n3)cc2)CC1 (centres undefined) the results were FBW7 act 0.0, GPR151 ag -0.4, MITF inh 3 and TEAD-YAP inh 5.
CCOC(=O)N=S(=O)(Oc1ccc([N+](=O)[O-])cc1)c1ccc(Cl)cc1 (centres undefined) was read as FBW7 act 0.4, GPR151 ag 0.4, MITF inh 14 and TEAD-YAP inh 7.
`Cc1ccc(C(=O)NC(CC(C)C)C(=O)O)cc1` (centres undefined) gave FBW7 act -0.1, GPR151 ag -0.8, MITF inh -8 and TEAD-YAP inh 4.
Screening Cc1cc(C(=O)Nc2cccc(O)c2)on1 returned FBW7 act -0.2, GPR151 ag -1.4, MITF inh 0 and TEAD-YAP inh -17.
`CC(=O)c1cccc(NC(=O)CN(C)S(=O)(=O)c2ccc3c(c2)CCC(=O)N3)c1` gave FBW7 act 0.0, GPR151 ag -0.8, MITF inh 12 and TEAD-YAP inh -4.
`O=[N+]([O-])c1cc(C(F)(F)F)ccc1NNC(=S)NCC1CCCO1` (centres undefined) gave FBW7 act -0.3, GPR151 ag 0.4, MITF inh 8 and TEAD-YAP inh 16.
`CC(C)(C)c1cc(C(=O)NCc2ccccc2)ccn1` gave FBW7 act 0.4, GPR151 ag -2.1, MITF inh 15 and TEAD-YAP inh 17.
Screening Cc1cccc(OCC(=O)N/N=C/c2cccc(O)c2)c1 returned FBW7 act -0.1, GPR151 ag 0.2, MITF inh 4 and TEAD-YAP inh 10.
For COc1ccc(CCNC(=O)C2(C)CC2(Br)Br)cc1OC (centres undefined) the results were FBW7 act 0.0, GPR151 ag 0.8, MITF inh 6 and TEAD-YAP inh 2.
For CCOCCCNC(=O)c1ccc2c(c1)nc(C)n2-c1ccc(F)cc1F the results were FBW7 act 0.0, GPR151 ag 4.0, MITF inh -1 and TEAD-YAP inh -11.
Screening Cn1c(SCc2cc(=O)n3ccccc3n2)nc2cc(-c3ccccc3)sc2c1=O returned FBW7 act 0.1, GPR151 ag -1.0, MITF inh -9 and TEAD-YAP inh -2.
For CC(C#N)Sc1nnc(Nc2ccccc2)s1 (centres undefined) the results were FBW7 act 0.1, GPR151 ag -0.3, MITF inh -3 and TEAD-YAP inh -7.
O=C(NCc1ccc(Cl)nc1)c1cnc2ccccn12 was read as FBW7 act -0.2, GPR151 ag -0.1, MITF inh 13 and TEAD-YAP inh -6.
For CCC(NC(=O)Nc1ccc(Br)cc1Br)(C(F)(F)F)C(F)(F)F the results were FBW7 act -0.1, GPR151 ag 1.7, MITF inh 9 and TEAD-YAP inh 1.
Screening COc1cccc(NS(=O)(=O)c2ccccc2C#N)c1 returned FBW7 act 0.2, GPR151 ag 0.1, MITF inh 11 and TEAD-YAP inh 9.
Screening C=CCOc1ccc(C=C2C(=O)NC(=S)NC2=O)cc1Cl returned FBW7 act 0.1, GPR151 ag 4.6, MITF inh 12 and TEAD-YAP inh 10.

Arranged by SMILES length (low to high): some entries from above
For CC(C#N)Sc1nnc(Nc2ccccc2)s1 (centres undefined) the results were FBW7 act 0.1, GPR151 ag -0.3, MITF inh -3 and TEAD-YAP inh -7.
`CC(C)(C)c1cc(C(=O)NCc2ccccc2)ccn1` gave FBW7 act 0.4, GPR151 ag -2.1, MITF inh 15 and TEAD-YAP inh 17.
For COc1ccc(CCNC(=O)C2(C)CC2(Br)Br)cc1OC (centres undefined) the results were FBW7 act 0.0, GPR151 ag 0.8, MITF inh 6 and TEAD-YAP inh 2.

Continued.
For Cc1ccc(N(CC(=O)NCc2ccco2)C(=O)CCC(=O)Nc2ccccn2)cc1 the results were FBW7 act -0.1, GPR151 ag -0.6, MITF inh 5 and TEAD-YAP inh -3.
For CCCOc1ccc(N2C(=O)CC(N3CCNC3=S)C2=O)cc1 (centres undefined) the results were FBW7 act 0.8, GPR151 ag 1.2, MITF inh 10 and TEAD-YAP inh -3.
COc1ccc2nc3oc(C(=O)NCc4ccco4)cc3cc2c1 was read as FBW7 act -0.3, GPR151 ag -1.2, MITF inh -6 and TEAD-YAP inh -38.
`COc1cccc(CNC(=O)CCC2(Cc3ccc4ccccc4c3)CCC(=O)N2)c1` (centres undefined) gave FBW7 act 0.1, GPR151 ag 0.7, MITF inh 8 and TEAD-YAP inh 5.
Screening O=C(Nc1c(C(=O)Nc2ccccc2Br)cnn1-c1ccccc1)c1ccco1 returned FBW7 act 0.1, GPR151 ag -0.6, MITF inh 11 and TEAD-YAP inh -8.
`CC(O)Cn1c2ccccc2c2ccccc21` (centres undefined) gave FBW7 act -0.2, GPR151 ag 0.0, MITF inh -21 and TEAD-YAP inh -5.
Screening CC(=O)NC(c1ccc(F)cc1)c1ccc2cccnc2c1O (centres undefined) returned FBW7 act -1.5, GPR151 ag -1.3, MITF inh 44 and TEAD-YAP inh 85*.
`O=C(c1cnc(N2CCN(c3ccccn3)CC2)c2ccccc12)N1CCN(c2ccc(F)cc2)CC1` gave FBW7 act 0.1, GPR151 ag -0.6, MITF inh 9 and TEAD-YAP inh 4.
CCOC(=O)c1ccc(NC(=O)CN2CCC(C(=O)c3ccc(F)cc3)CC2)cc1 was read as FBW7 act 0.0, GPR151 ag -0.4, MITF inh 4 and TEAD-YAP inh 2.
Screening CCC(=O)Nc1ccc(NC(=O)c2ccc(F)cc2)nc1 returned FBW7 act -0.1, GPR151 ag -1.1, MITF inh -4 and TEAD-YAP inh -61.

Continued, starting with the last 3 of the part before.
`O=C(c1cnc(N2CCN(c3ccccn3)CC2)c2ccccc12)N1CCN(c2ccc(F)cc2)CC1` gave FBW7 act 0.1, GPR151 ag -0.6, MITF inh 9 and TEAD-YAP inh 4.
CCOC(=O)c1ccc(NC(=O)CN2CCC(C(=O)c3ccc(F)cc3)CC2)cc1 was read as FBW7 act 0.0, GPR151 ag -0.4, MITF inh 4 and TEAD-YAP inh 2.
Screening CCC(=O)Nc1ccc(NC(=O)c2ccc(F)cc2)nc1 returned FBW7 act -0.1, GPR151 ag -1.1, MITF inh -4 and TEAD-YAP inh -61.
For O=C1/C(=C\c2ccc(OCc3ccccc3)c(Br)c2)SC(=Nc2ccccc2)N1Cc1ccccc1 the results were FBW7 act -0.1, GPR151 ag 3.1, MITF inh 4 and TEAD-YAP inh -2.
For CC(=O)OCC1OC(OC(C)=O)C(NC(=O)C(C)C)C(OC(C)=O)C1OC(C)=O (centres undefined) the results were FBW7 act 0.4, GPR151 ag 1.4, MITF inh -2 and TEAD-YAP inh 2.
`COc1cc(CN(C)Cc2ccccc2)cc(OC)c1O` gave FBW7 act -0.1, GPR151 ag -0.8, MITF inh 8 and TEAD-YAP inh 3.
For COc1ccc(CCNc2cc(C)nc(NCCN3CCOCC3)n2)cc1 the results were FBW7 act -0.2, GPR151 ag 1.4, MITF inh 5 and TEAD-YAP inh 8.
`COC(=O)CCn1c(=O)c2cccn2c2ccccc21` gave FBW7 act -0.1, GPR151 ag -1.0, MITF inh 9 and TEAD-YAP inh 1.
COc1ccc(CCNc2nc(-c3cccc(NC(C)=O)c3)cs2)cc1OC was read as FBW7 act -0.2, GPR151 ag 2.1, MITF inh 7 and TEAD-YAP inh 13.
`CC(=O)Nc1ccc(Nc2nc(-c3c(C)nn(C)c3C)nc3c2ncn3-c2ccsc2)cc1` gave FBW7 act 0.4, GPR151 ag 1.0, MITF inh 12 and TEAD-YAP inh 44*.
For Cc1c(Cc2ccc(Cl)cc2)c(NCCN2CCCCCC2)n2c(nc3ccccc32)c1C#N the results were FBW7 act 0.5, GPR151 ag -2.2, MITF inh 9 and TEAD-YAP inh 2.
For CCOC(=O)C1=C(C)N=c2s/c(=C\c3cc(Br)cc(OC)c3O)c(=O)n2C1c1ccc(OC)cc1 (centres undefined) the results were FBW7 act 0.0, GPR151 ag 0.4, MITF inh 0 and TEAD-YAP inh 4.
Screening O=C(Nc1nnc(Cc2c[nH]c3ccccc23)s1)c1ccc(Cl)cc1Cl returned FBW7 act 0.6, GPR151 ag -1.3, MITF inh 18 and TEAD-YAP inh 13.
For Cc1ccc(NC(=O)C2CCCN(c3nccc(C)n3)C2)cc1 (centres undefined) the results were FBW7 act -0.1, GPR151 ag -0.5, MITF inh -18 and TEAD-YAP inh -12.
For O=[N+]([O-])c1ccc(-c2noc(-c3cccc(Br)c3)n2)cc1 the results were FBW7 act -0.1, GPR151 ag 1.0, MITF inh 2 and TEAD-YAP inh 10.
Screening CCOc1cc(Br)ccc1S(=O)(=O)N1CC(C)OC(C)C1 (centres undefined) returned FBW7 act -0.3, GPR151 ag 0.2, MITF inh -3 and TEAD-YAP inh 3.
`O=C(O)c1cccc(Nc2ncnc3[nH]ncc23)c1` gave FBW7 act 0.1, GPR151 ag -0.5, MITF inh 6 and TEAD-YAP inh -8.
`CCOC(=O)C1=C(c2ccccc2)Nc2nnnn2C1c1ccccc1Cl` (centres undefined) gave FBW7 act -0.1, GPR151 ag -1.8, MITF inh 4 and TEAD-YAP inh 4.
COC(=O)c1c(C)oc2ccc(N(C(=O)c3ccccc3Cl)S(=O)(=O)c3ccccc3)cc12 was read as FBW7 act 0.1, GPR151 ag 2.7, MITF inh 10 and TEAD-YAP inh -5.

Screening data: PubChem, The Scripps Research Institute Molecular Screening Center
